# GPT2 inhibitor – GPT2 alanine aminotransferase inhibition. Recombinant GPT2, coupled pyruvate oxidase/HRP Amplex Red fluorescence. Potency, µM (top dose mostly 57.7 µM), for the others: at the highest dose activity change, negative = inhibition, usual class: inhibitors. AID 1671188. hit rate 0.25% among 100,000; further: potency means the concentration at half of the fitted maximal effect; nearly all actives have a fitted effect of over 60% in size; many of its hits are not listed in these tables
#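 GPT2 10ng/uL, a-KG 250uM, L-Ala 2mM, HEPES pH7.5 + 0.0001% Tween; 30 min RT. Then Amplex mix (PO/HRP/ThPP), 30 min RT dark, fluorescence. AOA 50uM used as positive control.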
# FLuc inh – blocks purified firefly luciferase enzyme activity; P08659; purified P. pyralis luciferase, luminescence, biochemical; Potency, µM (top dose mostly 115 µM), without a hit: top-dose activity change, negative = inhibition, hits mostly inhibitors; hit rate 2.5% among 76,000; further: potency means the concentration at half of the fitted maximal effect; nearly all actives have a fitted effect of over 65% in size
# Target sequence (P08659 whole entry, looked up): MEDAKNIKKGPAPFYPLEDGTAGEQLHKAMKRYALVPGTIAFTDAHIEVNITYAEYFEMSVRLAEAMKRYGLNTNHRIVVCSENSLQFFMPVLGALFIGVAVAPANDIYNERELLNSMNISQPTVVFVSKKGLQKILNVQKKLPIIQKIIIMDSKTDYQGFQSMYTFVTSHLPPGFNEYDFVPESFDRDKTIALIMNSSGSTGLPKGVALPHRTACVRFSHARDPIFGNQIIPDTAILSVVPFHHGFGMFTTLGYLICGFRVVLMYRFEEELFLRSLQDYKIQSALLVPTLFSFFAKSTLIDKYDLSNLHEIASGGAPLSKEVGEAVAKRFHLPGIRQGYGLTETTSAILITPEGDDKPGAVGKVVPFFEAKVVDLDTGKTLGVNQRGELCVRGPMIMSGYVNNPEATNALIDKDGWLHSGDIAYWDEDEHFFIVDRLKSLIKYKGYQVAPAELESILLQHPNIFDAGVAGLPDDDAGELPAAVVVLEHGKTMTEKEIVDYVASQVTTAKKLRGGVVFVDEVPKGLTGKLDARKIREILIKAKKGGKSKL
#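 Purified P. pyralis luciferase (10nM final) in 50mM Tris acetate pH 7.5, 10mM Mg acetate, 0.01% Tween-20, 0.05% BSA with 10uM D-luciferin and 10uM ATP. Compounds titrated qHTS. Luminescence imaged on CCD.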
# IP6K1 inhibitor – IP6K1 kinase inhibition. hit rate 0.81% among 140,000. activity change, % (series mostly up to about 58 µM). Q92551. IP6K1 kinase, ADP-Glo luminescence, 2 h; hits give low values; in the data active means activity change below about -25%
# Target sequence (Q92551 whole entry, looked up): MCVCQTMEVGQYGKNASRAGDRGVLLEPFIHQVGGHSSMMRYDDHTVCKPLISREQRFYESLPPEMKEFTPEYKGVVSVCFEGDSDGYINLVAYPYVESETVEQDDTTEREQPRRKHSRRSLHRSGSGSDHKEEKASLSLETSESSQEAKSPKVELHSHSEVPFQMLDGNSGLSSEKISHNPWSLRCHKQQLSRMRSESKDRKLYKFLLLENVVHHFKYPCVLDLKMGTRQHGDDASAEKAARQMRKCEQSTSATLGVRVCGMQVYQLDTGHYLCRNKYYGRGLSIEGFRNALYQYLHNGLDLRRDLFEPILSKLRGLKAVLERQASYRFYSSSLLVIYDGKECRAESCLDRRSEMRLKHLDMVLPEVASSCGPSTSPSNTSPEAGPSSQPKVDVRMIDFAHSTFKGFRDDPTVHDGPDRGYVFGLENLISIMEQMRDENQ
#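 ADP-Glo luminescence measures ADP made by human IP6K1 during a 2 h RT reaction with ATP/IP6 (mix at 1.3 mM/130 uM); top library doses 57.5 and 19.1 uM final.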
# SNCA viab count – reduces viability of HEK-293 SNCA reporter cells; HEK-293-SNCA-luc viability, GF-AFC fluorescence, 24 h; Potency, µM (titrated, usually from 57.1 µM), inactives show at the highest dose activity change, negative = cytotoxicity, most hits filed as cytotoxic; hit rate 0.12% among 150,000; AID 1671193;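 further: potency means the concentration at half of the fitted maximal effect; 0% = DMSO-treated cells and -100% = medium-only wells without cells; nearly all actives have a fitted effect of over 30% in size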
#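 HEK-293-SNCA-luc cells (1500/well) plated 24 h, then exposed 24 h to a dilution series; GF-AFC added 30 min at 37C, fluorescence 405/540 nm; normalised to medium-only and DMSO wells, Hill fit.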
# HEK cytotox – cytotoxic compounds in HEK 293 cells | HEK 293 viability, ATP luminescence (CellTiter-Glo), 48-72 h | Potency, µM (highest dose often 115 µM), for the others: at the highest dose activity change, negative = cytotoxicity, usual class: inhibitors | hit rate 6.6% among 94,000 | AID 1345083; further: potency means the concentration at half of the fitted maximal effect; nearly all actives have a fitted effect of over 60% in size
#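 Viability of HEK 293 cells, plated at 250 cells/well, was judged by cellular ATP after compound treatment for 48 or 72 hr. Luminescence was imaged 10 min after CellTiter-Glo addition at room temperature.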
# NIH3T3 tox – NIH 3T3 cell cytotoxicity; hit rate 4.3% among 94,000; AID 1345082; NIH 3T3 viability, CellTiter-Glo ATP luminescence, 48-72 h; Potency, µM (titrated, usually from 96.7 µM), without a hit: at the highest dose activity change, negative = cytotoxicity, actives largely listed as inhibitors; further: potency means the concentration at half of the fitted maximal effect; nearly all actives have a fitted effect of over 55% in size
#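 Mouse fibroblast NIH 3T3 cells, 400 per well, received compound via pintool and were incubated for 48 or 72 hr prior to CellTiter-Glo ATP luminescence measurement.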
# SNCA expr inh – reduces expression of the alpha-synuclein gene; HEK-293 SNCA-luciferase knock-in, luminescence, 24 h; Potency, µM (titrated, usually from 57.2 µM), inactives show top-dose activity change, negative = inhibition, actives largely listed as inhibitors; hit rate 0.17% among 140,000; AID 1671194;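 further: potency means the concentration at half of the fitted maximal effect; plate controls were DMSO cells for no effect and cell-free wells for full effect; nearly all actives have a fitted effect of over 45% in size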
# Starred values were filed as active, the others as inactive; i = inactive; ? = inconclusive; . = not tested or not shown; & = joins results of further samples; [ ] = dose if it differs, or a comment. Unless noted, the call rests on the fitted dose curve; in most records, active means well fitted curve in the direction sought with a large enough effect; inconclusive means small, poorly fitted or top-dose-only effect, or another doubt; inactive means no such curve, though single readings can be large; an effect the other way counts as inactive or inconclusive. Unless noted, on the % scale 0 is the no-effect control and ±100 the full control effect. Some of the compounds tested; count on the stated rates, not on these rows.
# Every second line gives: GPT2 inhibitor, FLuc inh, IP6K1 inhibitor, SNCA viab count, HEK cytotox, NIH3T3 tox, SNCA expr inh
- CCc1nnc(N2CCCC3(CCC(=O)N(Cc4ccccc4)C3)C2)s1 (stereo not given)
 : 2%, -2%, 3, 7%, -26%, -11%, -3%
- CCn1ccc(C(=O)N2CCc3nnc([C@@H]4C[C@@H](O)CN4C)n3CC2)n1
 : i, 0%, -7, -1%, -7%, -4%, -13%
- Cc1ccc(Cl)cc1N1CCN(C(=O)c2nn(C)c3c2CS(=O)(=O)c2ccccc2-3)CC1
 : ., ., -1, -6%, ., ., ?
- Cc1nc(CN2C[C@H](C(=O)NCCOc3ccccc3)C[C@@H]2c2ccc(F)cc2)cs1
 : 4%[88.5 µM], -21%[172 µM], -3, -29%[87.6 µM], 89µM*, 56µM*, -29%[87.6 µM]
- COc1cccc(CNC(=O)c2ccc3c(c2)N(C)C2CCCCN2C3=O)c1OC (stereo not given)
 : i, -18%, -14, 16%[12.5 µM], -22%, ?, 1%
- COc1ccc(-c2cc(N3CCCC(NC(=O)CCc4ccccc4OC)C3)n[nH]2)cc1 (stereo not given)
 : -19%, -5%, 9, -25%, 40µM*, ?, -5%
- CCOc1ccccc1NS(=O)(=O)c1ccc(-c2cnc(C3CC3)o2)cc1
 : ., ., 0, -19%, ., ., ?
- COc1ccccc1OCCC1CCN(C(=O)NCC(C)C)C1 (stereo not given)
 : i, 9%, 0, 1%, i, -17%, 8%
- CC(C)C(=O)N1CCC2(CC1)NCCc1c2[nH]c2ccccc12
 : i, 0%, 31, -9%[12.5 µM], ?, -18%, 49%[activator]
- CC(c1ccc(F)cc1)N1Cc2cc(NC(=O)c3cccs3)ccc2OCC1=O (stereo not given)
 : i, -12%, 10, -18%, 22µM*, ?, 19%
- COc1ccc(CN2CC3ON=C(C(=O)O)C3C2)cc1 (stereo not given)
 : -11%[88.5 µM], ., 3, 1%[87.6 µM], 3%[172 µM], -5%[138 µM], 4%[87.6 µM]
- CCc1nc(-c2c3n(c(=O)n(Cc4ccc(F)c(F)c4)c2=O)CCCC3)no1
 : -3%, 4%, 5, -8%, 2%, -27%, -21%
- Cn1ncc2c(C(=O)NCc3ccc(C(F)(F)F)cc3)cc(-c3ccccc3C(F)(F)F)nc21
 : ., ., 16, ., 18µM*, ?, .
- Cc1cccc(C)c1Nc1c(-c2ccccc2Cl)nc2cnccn12
 : ., ., -7, ?, ., ., -28%
- O=C(CN1C(=O)COc2ccc(C(=O)COc3ccc(F)cc3F)cc21)Nc1ccc(F)cc1
 : -3%, -13%, 5, 3%, ?, ?, -15%
- CN(C(=O)CSc1nncn2c1cc1occc12)c1ccccc1
 : ., ., 1, -17%, ., ., -2%
- COc1cc(Nc2nc3ccccc3c3nnc(C)n23)cc(OC)c1
 : ., ., -17, 5%, ., ., 15%
- Cc1cccc(OCCCn2c(CCNC(=O)C(C)(C)C)nc3ccccc32)c1
 : ., ., -1, -28%, ., ., -2%
- CC1CCN(CC(=O)N2CCC(c3nc4ccccc4o3)CC2)C1=O (stereo not given)
 : 2%, 2%, 21, -16%, -5%, 2%, ?
- CN(C)c1ccc(CN2CCC(N3CCOCC3=O)CC2)cc1
 : 1%, ., -12, -3%, i, 0%, -7%

# Overlap with the part before: five entries, then new ones.
# Every second line gives: GPT2 inhibitor, FLuc inh, IP6K1 inhibitor, SNCA viab count, HEK cytotox, NIH3T3 tox, SNCA expr inh
- CN(C(=O)CSc1nncn2c1cc1occc12)c1ccccc1
 : ., ., 1, -17%, ., ., -2%
- COc1cc(Nc2nc3ccccc3c3nnc(C)n23)cc(OC)c1
 : ., ., -17, 5%, ., ., 15%
- Cc1cccc(OCCCn2c(CCNC(=O)C(C)(C)C)nc3ccccc32)c1
 : ., ., -1, -28%, ., ., -2%
- CC1CCN(CC(=O)N2CCC(c3nc4ccccc4o3)CC2)C1=O (stereo not given)
 : 2%, 2%, 21, -16%, -5%, 2%, ?
- CN(C)c1ccc(CN2CCC(N3CCOCC3=O)CC2)cc1
 : 1%, ., -12, -3%, i, 0%, -7%
- CCN(C1CCOCC1)C1CN(C(=O)C2CCCCC2)C1
 : -12%, -15%, -5, 11%, 3%, 2%, -3%
- COc1cccc(NS(=O)(=O)c2ccc3[nH]cc(C(=O)N4CCCC4)c(=O)c3c2)c1
 : ., ., 6, 0%, ., ., -7%
- CCn1nccc1C(=O)N1CCC2(CC1)CC(N1CCN(c3ccccn3)CC1)CCO2 (stereo not given)
 : i, -1%, 5, -7%, ?, -18%, -5%
- CN1C(=O)CS(=O)(=O)C12CCN(C(=O)c1ccc(F)c(F)c1)CC2
 : 4%, -7%, -2, 16%, -1%, -3%, 14%
- CC(C)C(=O)Nc1cccc(C(=O)Nc2nnc(CC(C)(C)C)s2)c1
 : ., ., 18, -6%, ., ., 47%[activator]
- CCCS(=O)(=O)NCCc1ncc(C)n1Cc1ccccc1
 : i, -11%, -4, 4%, 2%, -15%, -20%
- C=C1C(O)CC2C(C(=O)O)=COC(O[C@@H]3O[C@H](COC(=O)/C=C/c4ccc(O)cc4)[C@@H](O)[C@H](O)[C@H]3O)C12 (stereo not given in full)
 : i, ., 10, -9%[23.9 µM], ., ., .
- FC(F)(F)c1ccc(N2C3CCC2CN(Cc2cccc(-c4cccnc4)c2)C3)cc1
 : -4%, ., 4, -9%, ?, -20%, -19%
- CC(C)c1nc2c(c(-c3ccc(O)cc3)n1)CCN(C(=O)C1CCCC1)CC2
 : -36%, ., 25, -25%, -20%, ?, -11%
- COc1ccc(-c2nc(C)nc3c2CCN(Cc2ccnn2C)CC3)cc1
 : i, -1%, 1, -13%, -24%, -8%, -4%
- O=C1NC(=NC2CCCCC2)C2(CCN(CC3CCCCC3)CC2)N1c1cc(F)cc(F)c1
 : ?, ., 2, 3%, -12%, -19%, 23%
- Cc1ccc(-n2ncc(C(=O)N3CCN(Cc4ccccc4)CC3)c2C2CCN(C(=O)OC(C)(C)C)CC2)c(C)c1
 : ., ., 10, 2%, ., ., ?
- C=CCNC(=O)c1ccc2cc[nH]c2n1
 : i, ., 10, 2%[87.6 µM], 2%[230 µM], 1%[174 µM], 27%[87.6 µM]
- Cc1ncsc1CCNC(=O)c1ccc2nc(-c3ccccc3)cn2c1
 : 1%, ?, 10, -1%, ?, ?, 118%[activator]
- N#CC1CCN(C(=O)c2nc3sccn3c2Br)CC1
 : -7%[88.5 µM], -7%[172 µM], -8, 0%[87.6 µM], -14%[172 µM], -5%[138 µM], -4%[87.6 µM]
- Cc1cc(CN2CCC3(CC2)CC(=O)c2ccc(Cl)cc2O3)no1
 : i, 7%, 0, 1%, -26%, -33%, 1%
- CCC1CN(C(=O)Nc2cc(OC)cc(OC)c2)c2ccccc2S1 (stereo not given)
 : ., ., -24, 4%, ., ., -30%
- COc1ccc(-c2cnc3[nH]cc(CC(=O)Nc4ccc(F)c(Cl)c4)c3c2)cc1
 : ?, 7%[172 µM], -21, -4%[87.6 µM], ?, 32µM*, 30%[activator][87.6 µM]
- O=C(Nc1ccc(Cl)c(Cl)c1)N(Cc1c[nH]c2ccccc12)C1CCCCC1
 : ., ., -7, -1%, ., ., 57%[activator]
- CCC(=O)N1CCc2cc(S(=O)(=O)N3CCN(c4ccccc4F)CC3)ccc21
 : ., ., -4, 0%, ., ., -2%

# Quoted at random: two compounds from above.
# Every second line gives: GPT2 inhibitor, FLuc inh, IP6K1 inhibitor, SNCA viab count, HEK cytotox, NIH3T3 tox, SNCA expr inh
- Cc1cc(CN2CCC3(CC2)CC(=O)c2ccc(Cl)cc2O3)no1
 : i, 7%, 0, 1%, -26%, -33%, 1%
- O=C1NC(=NC2CCCCC2)C2(CCN(CC3CCCCC3)CC2)N1c1cc(F)cc(F)c1
 : ?, ., 2, 3%, -12%, -19%, 23%

# (cont.)
# Every second line gives: GPT2 inhibitor, FLuc inh, IP6K1 inhibitor, SNCA viab count, HEK cytotox, NIH3T3 tox, SNCA expr inh
- Cc1cccc(Cn2c(CN3CCC(C(=O)NCc4ccccc4Cl)CC3)cc3ccccc32)c1
 : ., ., 12, 4%, ., ., 3%
- CC(C)c1ccc2oc3nc(N)c(C(=O)O)cc3c(=O)c2c1
 : -3%&4%, ., -20, -13%[23.9 µM], ., ., ?
- O=C1CCN(C(=O)C2CCN(C(=O)C3CCOC3)CC2)CCCCCCN1 (stereo not given)
 : i, 0%, -11, -2%, -6%, -15%, 8%
- CC(=O)c1ccc(NC(=O)CN2C(=O)CN(C)C(=O)c3ccccc32)cc1
 : ., ., 25, 7%, ., ., 44%[activator]
- Cc1ccc(NC(=O)O[C@@H]2CO[C@H]3[C@@H]2OC[C@@H]3Nc2nccc(-c3ccccc3)n2)cc1
 : -3%[88.5 µM], ?, 4, -3%[87.6 µM], ?, -22%[174 µM], 152%[activator][87.6 µM]
- COc1ccc(C(=O)N2C[C@@H](Oc3ccccc3)C[C@H]2C(=O)NC2CC2)cc1F
 : i, 3%, 0, -29%, -4%, -26%, -12%
- CC(=O)Nc1cccc(C(=O)NCc2ccccc2-n2ccnc2C)c1
 : i, -2%, -8, 4%, -25%, -18%, 9%
- CCC(C)(C)C(=O)N1C[C@@H](CO)[C@H](c2ccncc2)C1
 : -12%, 3%, -11, -8%, -1%, -5%, 18%
- Cc1noc(C)c1C(=O)N1CCC2(CC1)C(=O)NCN2C(=O)Cc1ccccc1
 : 3%, ., -2, 0%, 2%, -7%, 20%
- CC(C)c1ccc(C(=O)N2CCC(N3CC4CC(C3)[C@H]3CCCC(=O)N3C4)CC2)cc1 (stereo not given in full)
 : 1%, 4%, 6, 3%, -19%, i, 5%
- CCOc1ccc2c(n1)CCN(C(=O)c1ccoc1)C2
 : i, -7%, -12, -5%[12.5 µM], -21%, -11%, -3%
- Cc1ccnn1CCC(=O)N[C@@H]1COCC[C@H]1Oc1ccc(C(N)=O)cc1
 : 1%, -1%, 13, -1%, i, i, 30%
- C[S+](=O)([O-])N1CC2ON=C(C(=O)NCCc3ccc(Cl)cc3)C2C1 (stereo not given)
 : i, ., 11, 3%, 0%, 5%, -6%
- CS(=O)(=O)N1CCCOCCNC(=O)[C@@H]2CCC[C@@H]21
 : 3%, -5%, 7, 3%, i, -5%, 2%
- COCCOc1ccc2c(n1)CCN(C(=O)c1cccs1)C2
 : i, -16%, -10, -5%[12.5 µM], 6%, -11%, -14%
- CC12CC(c3ccoc3)OC(=O)C1CCC1(C)C2CCC(O)C1(C)O (stereo not given)
 : i, ., 2, 6%, ., ., .
- O=C(NCCc1ccc(Cl)cc1)C(=O)NCC(c1ccco1)S(=O)(=O)c1cccs1 (stereo not given)
 : ., ., -3, -4%, ., ., 3%
- O=C1CC2(CCN(C(=O)C3CCCN3[S+](=O)([O-])c3cccs3)CC2)Oc2ccccc2N1 (stereo not given)
 : i, ., 5, 9%, ?, -22%, -5%

# Compound activity deposited in PubChem BioAssay by National Center for Advancing Translational Sciences (NCATS).
